TbREL1 primary – TbREL1 inhibition, primary screen | hit rate 0.49% among 89,000 | P86926 | inhibition, % at 9.66 µM | TbREL1 RNA ligation, FRET fluorescence;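 active = inhibition above the mean inhibition across all screened compounds plus 3 SD, cut at about 11% in these data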;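 also: 0% = plate median of test wells and 100% = NSC42067 control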
Target sequence (P86926 whole entry, looked up): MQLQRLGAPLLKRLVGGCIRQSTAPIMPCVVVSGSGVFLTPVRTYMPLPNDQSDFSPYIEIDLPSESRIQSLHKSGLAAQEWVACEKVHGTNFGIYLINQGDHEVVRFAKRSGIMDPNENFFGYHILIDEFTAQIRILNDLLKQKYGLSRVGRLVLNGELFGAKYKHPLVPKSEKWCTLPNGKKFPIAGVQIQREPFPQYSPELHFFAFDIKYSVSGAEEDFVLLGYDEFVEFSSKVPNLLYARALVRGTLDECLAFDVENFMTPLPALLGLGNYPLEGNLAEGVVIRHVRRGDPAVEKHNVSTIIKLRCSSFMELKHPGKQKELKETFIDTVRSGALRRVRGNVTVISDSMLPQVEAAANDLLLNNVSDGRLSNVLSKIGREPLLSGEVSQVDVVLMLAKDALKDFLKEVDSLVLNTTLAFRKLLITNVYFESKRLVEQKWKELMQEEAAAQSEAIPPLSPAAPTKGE
Active calls of the source: *. Only part of the results is shown (hit frequency here may not be typical).

Preview:
| mol | TbREL1 primary |
| --- | --- |
| CC(=O)NC1=C(NC2CCS(=O)(=O)C2)C(=O)c2ccccc2C1=O (stereo not drawn) | 2 |
| O=C(/C=C/c1cccc(C(F)(F)F)c1)N1CCN(c2ccccn2)CC1 | 11 |
| CCN1CCN(C(=O)c2cc3c(=O)oc4ccc(C)cc4c3s2)CC1 | -2 |
| COc1ccccc1OCCSc1nc2ccc([N+](=O)[O-])cc2s1 | 1 |

Main list, from the start:
| mol | TbREL1 primary |
| --- | --- |
| CC(=O)NC1=C(NC2CCS(=O)(=O)C2)C(=O)c2ccccc2C1=O (stereo not drawn) | 2 |
| O=C(/C=C/c1cccc(C(F)(F)F)c1)N1CCN(c2ccccn2)CC1 | 11 |
| CCN1CCN(C(=O)c2cc3c(=O)oc4ccc(C)cc4c3s2)CC1 | -2 |
| COc1ccccc1OCCSc1nc2ccc([N+](=O)[O-])cc2s1 | 1 |
| COC(=O)[C@]12C[C@H](CC(=O)NCc3cccc4ccccc34)C(=O)N(Cc3cccc4ccccc34)C1=C[C@H](C(C)C)O[C@@H]2C1CC1 | 0 |
| O=C(CCS(=O)(=O)c1ccccc1)Nc1ccc(S(=O)(=O)Nc2ncccn2)cc1 | -1 |
| Cc1cc(C)c2sc(N(CCCN(C)C)C(=O)COc3ccc(Cl)cc3)nc2c1 | 6 |
| O=C1CCc2cc(S(=O)(=O)NCc3ccc(Cl)cc3)cc3c2N1CC3 | 3 |
| Oc1[nH]c2ccccc2c1/C=N/c1nccs1 | -2 |
| COC(=O)[C@]12C[C@H](CC(=O)NCCc3ccccc3OC)C(=O)N(CCc3ccc(OC)c(OC)c3)C1=C[C@H](C(C)C)O[C@@H]2C1CC1 | -2 |
| CCOc1ccc(NC(=O)CSc2ccc(-c3ccccn3)nn2)cc1 | 7 |
| CC1CCCC(NC(=O)CCn2c(=O)oc3ccccc32)C1C (stereo not drawn) | -2 |
| COCC(=O)N1CCC2CC1c1cc(Cl)ccc12 (stereo not drawn) | 5 |
| COCC(=O)N1C[C@H]2CON(C)[C@H]2C[C@H]1c1cccc(-c2cc(Cl)cc(Cl)c2)c1 | 0 |
| Cc1ccc(S(=O)(=O)n2cccc2CO)cc1 | -1 |
| COCCCNC(=O)/C=C/c1ccc(OCc2c(F)cccc2Cl)cc1 | 5 |
| COc1cc(C(=S)N2CCOCC2)ccc1OC(=O)c1ccc([N+](=O)[O-])cc1[N+](=O)[O-] | -5 |
| Cc1ccc(NC(=S)N/N=C/c2c(C)[nH]c3ccccc23)cc1 | -6 |
| CCC1(C)Cc2ccccc2-c2nc(NCCCO)n(-c3ccccc3)c(=O)c21 (stereo not drawn) | 0 |
| CC(C)(C)OC(=O)N[C@@H](Cc1ccccc1)C(=O)NCC1CCC(C(=O)O)CC1 (stereo partly drawn) | 2 |
| O=C(CC(c1ccccc1)c1cc(Br)ccc1O)N1CCCC1 (stereo not drawn) | -5 |
| CCOC(=O)[C@@H]1[C@H]2COc3ccccc3[C@@H]2N2C(=O)N(c3cccc(Cl)c3)C(=O)[C@@]12C | -2 |
| Cc1cccc(N2C(=O)CC(Sc3ccccc3C(=O)O)C2=O)c1 (stereo not drawn) | 0 |
| CCOc1ccccc1N1CCN(C(=O)NCc2ccc(Cl)cc2)CC1 | -3 |
| O=C(COC(=O)c1ccc(F)cc1F)Nc1ncccn1 | 3 |
| c1ccc2c(-c3nn[nH]n3)cccc2c1 | 1 |
| Cc1ccc(C)c(NC(=O)CSc2nnc(CCNC(=O)OC(C)(C)C)o2)c1 | 7 |
| Cc1cccc(-c2cnc3cccnn23)c1 | -1 |
| CCSc1nnc(NC(=O)C2C3C=CC(C3)C2C(=O)O)s1 (stereo not drawn) | 6 |
| N#C/C(=C\c1cc([N+](=O)[O-])c(N2CCOCC2)cc1N1CCOCC1)c1nc2ccccc2[nH]1 | 0 |
| O=C(N/N=C1/CC2C=CCC12)c1ccco1 (stereo not drawn) | 1 |
| CC(C)(C)c1ccc(C(=O)OCC(=O)N2CCC(c3ccccc3)=N2)cc1 | 0 |
| Cc1[nH]n(-c2ccccc2)c(=O)c1C(=O)Nc1ccccc1 | -1 |
| Cc1ccc(N(CC(=O)NCc2ccc(F)cc2)C(=O)c2csnn2)c(C)c1 | -1 |
| Cc1cc(C)c(C(=O)C[n+]2cccc(C(N)=O)c2)c(C)c1 | -1 |
| COc1ccc(-c2oc(=O)c3cc(OC)c(OC)cc3c2-c2ccc3c(c2)OCO3)cc1 | -1 |
| CCN1C[C@@H]2[C@@H]3C(=O)N(Cc4ccccc4)C(=O)[C@@H]3[C@](Cc3ccccc3)(C1=O)N2C(=O)c1ccc(Br)cc1 | -1 |
| COc1ccccc1N1C(=O)CC(Sc2nccc(C)n2)C1=O (stereo not drawn) | -1 |
| COc1ccc(N(CC(=O)Nc2ccc3c(c2)OCCO3)S(=O)(=O)c2c(C)nn(C)c2C)cc1 | 1 |
| COc1ccc(C(=O)c2c(-c3ccc(OC)cc3)oc3ccc(-c4cc(OC)c(OC)c(OC)c4)cc23)cc1 | 0 |
| COc1ccc(OCc2cc(C(=O)NC(C)Cn3cncn3)no2)c(Cl)c1 (stereo not drawn) | -3 |
| Cc1onc(-c2ccccc2)c1C(=O)NC(=S)NNC(=O)c1ccc(O)cc1 | -10 |
| CN(/N=C/c1cc(Cl)cc(Cl)c1O)c1c(Cl)cccc1[N+](=O)[O-] | 5 |
| NC(=O)CSc1nc2cc3c(cc2c(=O)n1CCCC(=O)NCc1ccc2c(c1)OCO2)OCO3 | 3 |
| Cn1c(=O)c2c(nc(SCCN3CCOCC3)n2Cc2cccc3ccccc23)n(C)c1=O | 5 |
| FC(F)(F)c1cc(C(F)(F)F)c2ccc(N3CCN(c4ccccc4)CC3)nc2n1 | -2 |
| Cc1ccc(C(=O)/C=C/NCc2ccc(F)cc2)cc1 | -4 |
| CC(C)(C)NC(=O)CSc1nnc(-c2ccncc2)o1 | 1 |
| COc1cc(OC)cc(-c2c(Sc3ccccc3)c3cc(-c4ccc5c(c4)OCCO5)ccc3n2C)c1 | 8 |
| CCOc1ccc(N(CC(=O)NCc2ccccc2)S(=O)(=O)c2ccc(C)cc2)cc1 | -2 |
| COc1ccc(OCCCC(=O)Nc2ccc3c(c2)OCO3)cc1 | 1 |
| C[C@H]1COc2cc(N3CCC[C@@H]3CO)ccc2S(=O)(=O)N1 | -5 |
| CN(CC(=O)Nc1ccc(F)cc1)C(=O)C1CCN(S(=O)(=O)c2ccc3c(c2)OCCO3)CC1 | -1 |
| CCC(C)[C@H](NC(=O)NC1CCN(Cc2ccccc2)CC1)C(=O)OC (stereo partly drawn) | -1 |
| Cc1cccc(N(C(=O)Nc2ccccc2)C2=NCC(C)S2)c1 (stereo not drawn) | 5 |
| O=C1C=C(NC2CCCC2)CC(c2ccccc2)C1 (stereo not drawn) | -4 |
| COc1cccc(Nc2ccc(N3CCCCC3)cc2)c1OC | -5 |
| COc1ccc(S(=O)(=O)N2CCCC(C(=O)NCc3ccc(F)cc3)C2)cc1 (stereo not drawn) | -1 |
| COc1ccc2c(c1)CCCN2C(=O)C1CCCN(S(=O)(=O)c2cc(OC)ccc2OC)C1 (stereo not drawn) | 0 |
| NC(=O)c1ccccc1NC(=O)NC1CCCCC1 | 3 |

3 entries out of the list, sorted by length of the SMILES, falling.
| mol | TbREL1 primary |
| --- | --- |
| CN(CC(=O)Nc1ccc(F)cc1)C(=O)C1CCN(S(=O)(=O)c2ccc3c(c2)OCCO3)CC1 | -1 |
| COc1ccc2c(c1)CCCN2C(=O)C1CCCN(S(=O)(=O)c2cc(OC)ccc2OC)C1 (stereo not drawn) | 0 |
| Cc1cccc(N(C(=O)Nc2ccccc2)C2=NCC(C)S2)c1 (stereo not drawn) | 5 |

The listing continues.
| mol | TbREL1 primary |
| --- | --- |
| CSCC(O)Cn1[nH]c(=O)c2cc(Cl)c(Cl)cc2c1=O (stereo not drawn) | 4 |
| O=C(Cn1cnc2ccccc21)NCc1ccccc1 | 0 |
| CC(=O)Nc1ccc(S(=O)(=O)c2ccc(N)cc2)cc1N | 1 |
| CCC(C)C(=O)Nc1ncc2c(n1)CC(c1cccs1)CC2=O (stereo not drawn) | -4 |
| COc1ccc(-n2c(Cc3cc(=O)[nH]c(=O)[nH]3)nnc2SCC(=O)N2CCCC2)cc1 | 2 |
| CC(C)(C)OC(=O)NCCc1nnc(SCc2ccc(Cl)cc2Cl)o1 | -3 |
| Cc1cc([N+](=O)[O-])nn1CC(=O)Nc1c(C)n(C)n(-c2ccccc2)c1=O | -3 |
| COC(=O)Cc1c(C)nc2nc(-c3ccc(Cl)cc3)[nH]n2c1=O | 6 |
| CN1CCCCc2c1[nH]c1ccccc1c2=O | -1 |
| COc1ccc(N(CC(=O)NC2CC3CCC2C3)S(=O)(=O)c2ccccc2)cc1Cl (stereo not drawn) | 2 |
| CC(C)(C)N1C(=O)c2ccccc2NC(=O)C1C(=O)NCc1ccco1 (stereo not drawn) | 0 |
| CC(=O)N1CCc2cc(S(=O)(=O)CCC(=O)NCCc3ccccc3)ccc21 | 1 |
| COc1ccccc1CN1C(=O)[C@@H]2Cc3c([nH]c4ccccc34)C(C)(C)N2C1=O | 7 |
| CCOC(=O)CSc1nc2cc(C(=O)OC)ccc2c(=O)n1CCN1CCOCC1 | -1 |
| O=S(=O)(c1ccc(F)cc1)N1CCN=C1SCc1cccc(F)c1 | 4 |
| O=C(c1cccnc1)N1CCN(C(=O)c2ccco2)CC1 | 2 |
| CCN(C(=O)CN1CCN(c2cccc(Cl)c2)CC1)c1c(N)n(Cc2ccccc2)c(=O)[nH]c1=O | -3 |
| Cc1[nH]c(C)c(S(=O)(=O)NCCc2ccccc2)c1C(=O)N1CCCC1 | 0 |
| Cc1ccc(OCCNC(=O)/C=C/c2ccccc2)cc1 | -1 |
| O=C(CNC(=O)c1ccc(Br)o1)OCc1ccc(Br)cc1 | 0 |
| COc1cccc(C(=O)NCC(=O)OCC(=O)c2ccccc2)c1 | 0 |
| CCN(CC)c1cccc(OCC(=O)N2c3ccccc3CC2C)c1 (stereo not drawn) | -1 |
| CC1CN(C2CC(C)(C)NC(C)(C)C2)CCC1=O (stereo not drawn) | 1 |
| CCOc1ccc(NC(=O)C2CC(=O)N(CCc3ccc(OC)c(OC)c3)C2)cc1OCC (stereo not drawn) | -4 |
| Cc1ccc(CCN2C(Nc3ccccc3)=NC[C@@H]2C)cc1 | 0 |
| Cc1nc2ccc(NC(=O)c3ccc(=O)[nH]c3)cc2s1 | -3 |
| O=C(Nc1ccc(-c2nc3ccc(NC(=O)c4cccs4)cc3[nH]2)cc1)c1cccs1 | 8 |
| COc1ccc2c(Cl)c(-c3nnc(SCC(=O)c4ccccc4)n3C)sc2c1 | -1 |
| Cc1ccnc(NC(=O)CC(c2ccccc2)c2ccccc2)n1 | 2 |
| CCC(=O)Nc1ccc(NC(=O)c2c(C)nc3ccccn23)cc1 | 2 |
| CC(C)=CC1C=C(C)C(C)C2C(=O)NNC(=O)C12 (stereo not drawn) | 1 |
| CCc1ccc(NC(=O)CS(=O)CC(=O)Nc2ccc(N3CCOCC3)cc2)cc1 (stereo not drawn) | -1 |
| O=C1Nc2ccc([N+](=O)[O-])cc2OC1CCN1CCN(c2ccccc2)CC1 (stereo not drawn) | -1 |
| COc1ccc(/C=N/c2c(-c3ccco3)nc3ccccn23)cc1OC | 2 |
| COc1ccc(S(=O)(=O)c2nnn(-c3cccc(OC)c3)c2N)cc1 | 2 |
| O=C(COC(=O)c1cnccn1)c1cccc([N+](=O)[O-])c1 | 3 |
| Cc1cc(C)nc(NS(=O)(=O)c2ccc(-n3cccc3)cc2)n1 | 7 |
| Cc1cccc(NC(=O)CCS(=O)(=O)c2ccccc2)n1 | 1 |
| O=C(NCCc1c[nH]c2ccccc12)c1ccc(Sc2ccccc2Cl)c([N+](=O)[O-])c1 | -4 |
| Cc1n[nH]c(C)c1S(=O)(=O)N1CCC(C(=O)Nc2cccc(F)c2)CC1 | 1 |
| CCOC(=O)c1ccc(CSc2n[nH]c(C)n2)o1 | 0 |
| c1ccc(-c2csc(Nc3nc(N4CCOCC4)nc(N4CCOCC4)n3)n2)cc1 | 2 |
| O=C(N[C@H](C(=O)N1CCC[C@H]1C(=O)NC1CCCC1)c1ccccc1)C1CC1 | 2 |
| CSC1=N/C(=C/c2cccnc2)C(=O)N1Cc1ccc(Cl)cc1 | 5 |
| CCSc1nc2ccccc2[nH]1 | 3 |
| O=C(Nc1ccncc1)c1ccc(S(=O)(=O)Nc2ccccc2)cc1 | 1 |
| O=C(O)c1cn(C2CC2)c2cc(N3CCN(S(=O)(=O)c4ccc5c(c4)OCCO5)CC3)c(F)cc2c1=O | 0 |
| CCOc1ccc(C(=O)NC2CCN(C(=O)Nc3ccccc3OC)CC2)cc1 | -3 |
| CCCc1cc(N2CCCC(C(=O)Nc3cc(Cl)ccc3OC)C2)n2ncnc2n1 (stereo not drawn) | -4 |
| COc1cccc(C(=O)OC(C)C(=O)Nc2ccc3c(c2)OCO3)c1 (stereo not drawn) | -2 |
| Cc1cc(C(=O)NC2CCCc3ccccc32)ccc1[N+](=O)[O-] (stereo not drawn) | 2 |
| O=C(NCc1cccc(Cl)c1)O[C@H]1CC[C@@]23CCCN2C(=O)CCC[C@H]3C1 | -3 |
| COc1ccc(C2(C)NC(=O)N(CC(=O)Nc3ccc4c(c3)CCC4)C2=O)cc1OC (stereo not drawn) | -2 |
| O=c1c2c(-c3cccs3)csc2ncn1/N=C/c1ccc(OC(F)F)cc1 | 1 |
| CCOC(=O)[C@H]1[C@H]2COc3ccc(Cl)cc3[C@@H]2N2C(=O)CN(Cc3ccc(OC)cc3)C(=O)[C@@]12C | -2 |
| CC(C)(C)c1ccc(CN2C(=O)c3ccccc3S2(=O)=O)cc1 | 3 |
| COc1cc(O)c(C(CCN2CCN(c3ccccc3)CC2)c2cc(OC)c(OC)c(OC)c2)c(OC)c1 (stereo not drawn) | -2 |
| O=C(NCc1ccccc1)C(c1ccccc1F)N(CC1CCCO1)C(=O)c1ccccn1 (stereo not drawn) | 2 |
| CSCCC(NC(=O)OCc1ccccc1)C(=O)O (stereo not drawn) | 5 |
| CCOC(=O)[C@]12CCCC3=C1N(CCC3)C(=O)[C@@H](CC(=O)N1CCOCC1)C2 | 1 |
| COc1ccc(C(=O)Nc2c(F)c(F)c(F)c(F)c2F)cc1OC | 1 |
| O=C(Nc1nc(-c2ccc(S(=O)(=O)N3CCOCC3)cc2)cs1)c1ccccc1 | 1 |

Pulled by structure from above, 2 records:
| mol | TbREL1 primary |
| --- | --- |
| CCOC(=O)[C@]12CCCC3=C1N(CCC3)C(=O)[C@@H](CC(=O)N1CCOCC1)C2 | 1 |
| CSCCC(NC(=O)OCc1ccccc1)C(=O)O (stereo not drawn) | 5 |
